# Compound activity from PubChem BioAssay.
# ABCB6 inh MLPCN: ABCB6 transporter inhibitors, primary screen, K562-ABCB6 cells, flow cytometry, MLPCN library; fluorescence ratio to DMSO, % at 10 µM; K562-ABCB6 porphyrin accumulation, 1 h; hits give low values; AID 602162, 2011; hit rate 0.19% among 360,000;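 active means fluorescence ratio to DMSO below 75%, the collection mean minus 3 SD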;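 further: signal is porphyrin accumulated inside mitochondria; 100% equals median channel fluorescence of DMSO control wells; lower ratio means ABCB6 inhibition with less porphyrin fluorescence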
# Target sequence (Q9NP58 whole entry, looked up): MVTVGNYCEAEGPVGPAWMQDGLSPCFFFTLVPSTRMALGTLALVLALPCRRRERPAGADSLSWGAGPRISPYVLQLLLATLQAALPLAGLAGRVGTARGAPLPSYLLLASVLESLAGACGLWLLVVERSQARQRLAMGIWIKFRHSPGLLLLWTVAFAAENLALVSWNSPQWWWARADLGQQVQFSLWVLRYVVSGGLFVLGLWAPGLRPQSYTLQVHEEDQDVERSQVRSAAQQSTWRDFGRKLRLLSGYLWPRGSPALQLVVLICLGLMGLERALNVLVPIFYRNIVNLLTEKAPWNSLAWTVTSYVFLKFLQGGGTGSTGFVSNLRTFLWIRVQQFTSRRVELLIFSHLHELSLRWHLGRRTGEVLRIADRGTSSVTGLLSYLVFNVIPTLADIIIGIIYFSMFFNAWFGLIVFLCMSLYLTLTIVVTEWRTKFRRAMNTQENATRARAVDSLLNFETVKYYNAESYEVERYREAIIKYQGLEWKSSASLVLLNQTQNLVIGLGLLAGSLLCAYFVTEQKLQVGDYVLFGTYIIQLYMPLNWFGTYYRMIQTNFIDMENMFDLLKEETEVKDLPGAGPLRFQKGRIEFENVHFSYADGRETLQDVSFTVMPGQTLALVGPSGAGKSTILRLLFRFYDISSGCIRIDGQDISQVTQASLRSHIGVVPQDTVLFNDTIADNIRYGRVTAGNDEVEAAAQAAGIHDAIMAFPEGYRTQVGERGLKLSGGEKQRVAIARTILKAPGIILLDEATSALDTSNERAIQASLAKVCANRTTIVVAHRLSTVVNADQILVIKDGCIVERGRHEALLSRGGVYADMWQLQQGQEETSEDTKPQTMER
# Exocytosis inh: LAMP-1 surface exposure blockers, TALL-104 cells – cell-based, flow cytometry, MLPCN library, primary screen. inhibition, % at 10 µM. hit rate 0.66% among 360,000. TALL-104 LAMP-1 surface exposure; cells stimulated with thapsigargin and PMA. AID 651702, 2012;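 active means inhibition above about 55%, limit read from the data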
# aDG glyco act: activators of alpha-DG glycosylation, primary screen, uHTS, Pro5-aDG cells, AlphaScreen. alpha-DG glycosylation AlphaScreen (IIH6); 0% Pro5, 100% B10-LARGE cell signal. activation, % at 10 µM. hit rate 0.22% among 360,000;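 active means activation of at least 8% versus controls, or a plate z-score of at least 8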;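 further: Pro5 are CHO cells carrying HIG-tagged alpha-DG that lacks glycosylation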
# Cardio protect: cardioprotection against H2O2-induced cell death, primary screen, uHTS, H9c2 cells, ATPLite luminescence; protection from H2O2 cell death, % at 20 µM; H9c2 cardiomyocytes, H2O2 injury protection, 2 h; AID 588492, 2011; hit rate 0.63% among 360,000;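 active means compounds giving at least 50% protection of heart cells from peroxide-induced death in the single-dose screen, raw or plate-pattern-corrected value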;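 further: 0% = DMSO wells with peroxide and 100% = DMSO wells without peroxide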
# iPSC survival up: enhancers of single-cell hiPSC survival, primary screen, ATPlite luminescence; 100% = ROCK inhibitor wells, 0% = DMSO; survival enhancement, % at 20 µM; hit rate 0.044% among 360,000; AID 602274, 2012; in the data active means survival enhancement above about 18%;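 further: cells exposed to compounds for 16 hours before the ATP read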
# CaV13 FRET inh: Primary screen for inhibitors of IQ motif and Ca2+-dependent inactivation inhibitor domain binding in CACNA1D, Förster resonance energy transfer in living cells, … | HEK cells, CFP/YFP FRET ICDI-IQ, plate reader, 10 min; percent FRET-ratio fall versus neutral wells | inhibition, % at 12.3 µM | hit rate 0.098% among 340,000;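 active means mean replicate inhibition of at least 30% and at least 1% of replicates passing that level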;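 further: 0% = median of the neutral control wells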
# Vif inh: HIV Vif self-association inhibitors, primary screen, imaging, HEK293T, single point. hit rate 0.35% among 340,000. inhibition, % at 7.49 µM. HEK293T cells, Vif self-association by quenched fluorescence, 24 h. AID 602346, 2012; in the data active means inhibition above about 50%, passing the limit was not always enough; further: some results filed as inactive read as strong as hits
# m5-HT2A agonist: mouse Htr2a agonists via beta-arrestin recruitment, primary screen, cell-based, luminescence; 5-hydroxytryptamine receptor 2A (Mus musculus), P35363; CHO-K1 mHTR2A beta-arrestin complementation; percent of 30 µM serotonin response; activation, % at 7.6 µM; hit rate 0.66% among 360,000; AID 624169, 2012;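 active means activation above a run cutoff, the mean activation of all tested compounds plus 3 SD, cut at about 14% in these data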;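 further: 0% = plate median of compound wells and 100% = 30 µM serotonin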
# N-glyco inh: increase of ERlucT glycosylation luciferase signal, primary screen, N-linked glycosylation inhibitor project, D54 ERlucT cells, luminescence, set 2. D54 ERlucT glycosylation luciferase reporter, 24 h; percent of 100 nM tunicamycin response. reporter increase, % at 12.5 µM. hit rate 0.23% among 360,000. AID 588692, 2011;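 active means mean luciferase reporter signal, scaled so untreated is 0 and the glycosylation-blocking control 100, at or above a set limit in every replicate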;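 further: luciferase carries N-glycosylation sites so blocking glycosylation raises the light; 0% = median of neutral control wells and 100% = median of 100 nM tunicamycin wells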
# PDI inh: inhibitors of human PDI, primary screen, biochemical, turbidity, single point, plate reader; PDI insulin aggregation turbidity, A650, 90 min; inhibition, % at 10 µM; hit rate 0.052% among 350,000; AID 588391, 2011;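 active means mean inhibition across replicates of 30% or more, whatever share of single replicates reach that level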;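 further: absorbance from insulin aggregation driven by PDI reduction with DTT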
# Starred values were filed as active, the others as inactive; / = no result given; & = joins results of further samples.
SMILES,ABCB6 inh MLPCN,Exocytosis inh,aDG glyco act,Cardio protect,iPSC survival up,CaV13 FRET inh,Vif inh,m5-HT2A agonist,N-glyco inh,PDI inh
CCCC(=O)c1ccc(CP(=O)(OCC)OCC)o1,101,0,0.1,6,0.3,-14,-3,1,3,-1
CC(C)Cc1nnc(NC(=O)CCC(=O)N2CCC3(CC2)OCCO3)s1,95,-4,0.2,1,-0.4,-4,6,0,0,-4
Cc1ccc2ccccc2c1NC(=O)CNC1CCCCC1,98,1,0.1,1,4.3,-5,3,6,-1,-2
CC(=O)OC1CC[C@@]2(C)C(=CC(=O)C3C4CCC(OC(C)=O)[C@@]4(C)CCC32)C1 (stereo not given in full),89,0,0.0,7,-0.2,-2,-3,-1,-2,-1
CC1CCC(C(=O)NC(C(=O)N2CCC3(CC2)OCCO3)C(C)C)CC1 (stereo not given),99,2,0.0,-3,2.8,-3,0,-2,1,-7
O=C(Cc1ccccc1[N+](=O)[O-])N1CCN(Cc2ccc3c(c2)OCO3)CC1,105,0,-0.1,5,0.4,-4,-8,4,-2,9
Cc1ccsc1CNCCc1ccc(F)cc1,100,5,0.4,-2,-0.2,-11,0,7,0,0
O=C(Cc1cc(=O)[nH]c(=O)[nH]1)N1CCN(CCO)CC1,91,0,0.2,8,-3.6,-4,24,-1,-1,/
Clc1ccccc1CN1CCN(c2ccccc2)CC1,107,-2,-0.1,7,-1.8,-6,-5,27*,-3,-1
COc1cccc(-n2c(/C=C/c3ccccn3)nc3ccccc3c2=O)c1,100,-3,0.1,17,-0.6,-5,-2,1,-1,-2
CN1CCN(c2ccc([N+](=O)[O-])c(Sc3ccccn3)c2)CC1,90,0,-0.1,5,0.6,-5,7,10,2,-8
CC(C(=O)c1cn(C)c2ccccc12)c1ccccc1 (stereo not given),103,-2,0.0,-2,-1.9,-9,11,4,-5,-9
COc1ccc(Cl)cc1C(=O)C1CCCN(Cc2cnc(C)s2)C1 (stereo not given),101,-7,-0.2,-7,3.1,-6,-32,-1,0,5
CCOc1cc2c(cc1OCC)-n1cccc1C(c1c(O)cccc1OC)NC2 (stereo not given),96,-11,-0.1,-10,-0.6,-5,-10,4,0,2
Cc1ccc2c(c1)C1CN(C)CCC1N2C(=O)/C=C/c1ccc2c(c1)OCO2 (stereo not given),97,8,-0.3,7,-1.1,6,-4,-4,-1,7
CC1(C)C[C@H]2C=C(C=O)[C@]3(C=O)C[C@]3(C)[C@H]2C1,96,46,-0.4,-17,-4.7,/,21,-2,16,/
O=C1c2ccccc2-c2cccc3cccc1c23,103,13,-0.2,4,-0.9,-11,-7,9,9,1
Cc1cc(O)c(CN2CCN(c3ccccc3)CC2)cc1C,95,-1,0.7,-20,-1.6,-7,/,-5,-1,3
COC(=O)C1=C(c2c(C)noc2C)C[C@@H]2CC[C@H]1N2C(=O)N1CCCCC1,97,22,-0.1,5,3.0,-12,2,5,1,5
C[C@@H]1CN(C2CCC(C#N)(c3ccc(F)cc3)CC2)CC[C@]1(C(=O)O)c1ccccc1 (stereo not given in full),94,-1,-0.2,-8,-0.1,-6,-5,-1,1,-11
CCN1C[C@@]2(COC)C3[C@@H](OC)[C@H]4[C@@H]1[C@@]3(C1C[C@@]3(O)[C@H](OC(=O)c5ccccc5)C1[C@]4(OC(C)=O)[C@@H](O)[C@H]3OC)[C@@H](OC)C[C@H]2O (stereo not given in full),94,-4,0.0,6,1.1,/,-4,-4,-1,7
Cc1cccc(NP(=O)(Oc2ccccc2F)Oc2ccccc2F)c1C,91,2,0.1,17,3.0,-4,2,-2,-3,-16
CC/C(=N\Nc1ccccc1)c1c(O)n(-c2ccccc2)c(=O)[nH]c1=O,103,-3,0.0,5,0.3,-21,8,-3,0,-8
CC1=C(C)CN2CC(C#N)=C(N)C2C1 (stereo not given),104,14,-0.2,-2,0.1,/,-1,8,1,/
COc1ccc(C(=O)C2CCCN(C3CSCCSC3)C2)c(C)c1 (stereo not given),101,-2,0.5,18,-1.2,-4,0,-3,-6,2

# (cont.)
SMILES,ABCB6 inh MLPCN,Exocytosis inh,aDG glyco act,Cardio protect,iPSC survival up,CaV13 FRET inh,Vif inh,m5-HT2A agonist,N-glyco inh,PDI inh
Cc1cc(C)c(-n2c(O)c(/C=N/N3CCCCC3c3cccnc3)c(=O)[nH]c2=O)c(C)c1 (stereo not given),101,4,-0.1,0,1.7,4,5,12,-2,11
O=C(NC1CC1)c1cn(Cc2ccccc2)nc1-c1ccccc1,101,-2,0.4,1,0.4,-16,10,5,1,-5
CCOC(=O)C(O)(c1ccc(NC(=O)NC2CCCCC2)cc1)C(F)(F)F (stereo not given),98,0,0.0,-8,-4.2,-8,3,-9,-1,4
COC(=O)C1=C(c2ccc(OC(F)(F)F)cc2)C[C@@H]2CC[C@H]1N2C(=O)NCCOc1ccccc1Cl,104,-6,0.5,-4,-3.9,-8,-5,-1,-4,0
C/C(=C/C=C/[C@@H](C)C(=O)O)[C@H]1CN[C@H](C(=O)O)[C@H]1CC(=O)O,95,2,-0.2,3,-1.0,/,9,4,2,/
O=c1[nH]c2ccccc2n1C1CCN(C(CCc2ccccc2)c2nnnn2Cc2ccccc2)CC1 (stereo not given),92,53,-0.6,5,2.2,-5,/,6,-21,/
COc1c2c(cc3c1OCO3)CCN(C)C2,98,-2,1.6,7,0.1,-5,-1,18*,0,1
N#Cc1ccc(CN2Cc3ccccc3-n3nncc3C2)cc1,104,-3,0.1,9,-0.2,-4,/,5,0,-5
CC[C@]12C=CCN3CCC4(c5cc(Br)c(OC)cc5N(C)C4[C@@](O)(C(=O)OC)[C@@H]1OC(C)=O)C32 (stereo not given in full),104,9,0.0,-3,-0.2,-5,4&4,-1,4,-4
CC(=O)NC1C(OC(=O)Cc2ccccc2)OC(COC(C)=O)C(OC(C)=O)C1OC(C)=O (stereo not given),93,4,-0.1,11,2.8,6,-2,4,1,2
CC(C)(C)NC(=S)N1Cc2ccccc2-n2nncc2C1,92,0,0.4,-4,8.1,-6,1,4,0,-4
C=C(C)[C@@H]1C2C(=O)O[C@H]1[C@H]1OC(=O)[C@@]34OC3C[C@]2(O)[C@@]14C (stereo not given in full),100,-7,-0.1,-11,-1.3,-5,-6,3,2,-2
CN1CCN(c2ccc(C(F)(F)F)cc2N)CC1,94,0,0.1,7,2.8,-6,-2,-4,1,-7
CC(Oc1ccc(-c2ccccc2)cc1)C(=O)O (stereo not given),99,-1,-0.1,7,0.9,-4,/,2,2,-3
CCC1(c2cccc(O)c2)CCCCN(C)C1 (stereo not given),95,-1,0.6,2,-3.5,-6,-2,-2,0,4
O=C1NC(=O)C(CCc2ccncc2)(Cc2ccc3c(c2)OCO3)C(=O)N1CCc1ccccc1 (stereo not given),95,42,0.2,21,0.1,-5,-14,7,1,-1
COC(=O)C1=C(c2ccc(Cl)c(C(F)(F)F)c2)C[C@@H]2CC[C@H]1N2C(=O)N1CCOCC1,94,-3,0.2,1,-1.7,-4,0,-4,2,-13
NCCc1ccc(O)cc1,107,-1,-0.1,-7,-0.4,-5,-3,2,0,4
COc1ccc(CCNCc2c(OC)ccc3ccccc23)cc1,97,12,0.6,6,-0.5,-2,-6,-6,1,7
COc1ccc(C[C@H]2NC[C@H](O)[C@H]2OC(C)=O)cc1,95,-4,-0.1,16,-4.3,-6,-40,7,-17,15
CN(C)c1ccc(N=Cc2c(O)n(CCC3=CCCCC3)c(=O)[nH]c2=O)cc1,93,24,0.1,3,-0.6,/,9,-1,1,-1
O=C1NC(=O)N(CC2CCCO2)C(=O)/C1=C/c1cccs1 (stereo not given),103,4,-0.1,7,-0.3,-5,-7,6,7,-7
CCN(CC)CCCN=Cc1c(O)n(-c2cccc(C)c2C)c(=O)[nH]c1=O,96,0,-0.2,-1,0.1,-3,-1,1,-1,0
CC(C)OS(C)(=O)=O,98,0,0.1,2,-2.3,/,-2,1,-1,/
O=C(c1cccc(C(F)(F)F)c1)N1C[C@H]2C[C@@H](C1)c1cccc(=O)n1C2,101,5,-0.1,-5,0.2,/,11,1,-2,/

# Following part.
SMILES,ABCB6 inh MLPCN,Exocytosis inh,aDG glyco act,Cardio protect,iPSC survival up,CaV13 FRET inh,Vif inh,m5-HT2A agonist,N-glyco inh,PDI inh
CC(=O)Nc1ccc(C2CN(C)CC2C(=O)c2ccc(Cl)cc2)cc1 (stereo not given),101,-9,-0.3,-6,2.3,-5,-3,-5,-7,3
Cn1c(=O)c2c(ncn2CCCl)n(C)c1=O,104,7,0.1,3,-2.5,/,-3,-1,4,/
Cn1c(O)c(C=NCCCN2CCCC2=O)c(=O)n(C)c1=O,99,11,-0.1,2,1.9,-5,3,2,0,-3
CCOC(=O)[C@]12Cc3cc(OC)ccc3[C@H]1N(C(C)C)C(=O)c1cc(OC)ccc12,100,36,-0.1,/,-1.4,-9,/,0,/,/
CCOC(=O)CNC(=O)N1Cc2cc(-c3ccc(OC)cc3)ccc2-n2nncc2C1,99,-4,-0.3,2,0.7,-6,9,2,5,/
COc1ccc(C2C(C(=O)N3CCC4(CC3)OCCO4)c3cc(OC)c(OC)cc3C(=O)N2C)cc1 (stereo not given),103,5,-0.1,0,-0.1,-5,-1,7,2,-3
CCN(CC(=O)Nc1ccc(C#N)c(Cl)c1)CC(=O)NC1CCS(=O)(=O)C1 (stereo not given),98,-2,4.0,-7,-0.3,-6,-3,11,-1,1
Cn1c(O)c(C(=Nc2ccc(F)cc2)c2ccccc2)c(=O)n(C)c1=O,93,-6,0.3,1,0.0,-5,4,0,0,-1
COC(=O)C1=CO[C@@H](C)[C@H]2CN3CC[C@]4(C(=O)Nc5ccccc54)[C@@H]3C[C@H]12,102,10,0.1,7,2.6,/,-11,0,1,/
COc1cccc2cc(-c3cc(=O)oc4ccc(OC(=O)N(C)C)cc34)oc12,96,13,0.4,48,0.5,-6,-6,2,3,-1
COc1ccc(CC(C)Nc2cccc(F)c2)cc1 (stereo not given),99,11,0.0,0,-0.4,-20,-2,-3,-2,-35
O=C(c1cccc(Cl)c1)C1CCCN(Cc2ccon2)C1 (stereo not given),103,0,-0.1,-4,-2.2,-15,12,-2,-1,-15
CC1(C)CC(=O)C2=C(C1)NC(=O)C21C(C(=O)OC(C)(C)C)=C(N)Oc2ccc(Br)cc21 (stereo not given),93,4,0.1,-4,0.1,-7,2,2,-2,-2
CC(=O)N(C1=NCCCS1)c1ccc(F)cc1,101,1,0.2,3,-2.1,-8,-4,-3,1,-4

# Among those listed so far, 2 contain a furan ring, fused or not:
SMILES,ABCB6 inh MLPCN,Exocytosis inh,aDG glyco act,Cardio protect,iPSC survival up,CaV13 FRET inh,Vif inh,m5-HT2A agonist,N-glyco inh,PDI inh
CCCC(=O)c1ccc(CP(=O)(OCC)OCC)o1,101,0,0.1,6,0.3,-14,-3,1,3,-1
COc1cccc2cc(-c3cc(=O)oc4ccc(OC(=O)N(C)C)cc34)oc12,96,13,0.4,48,0.5,-6,-6,2,3,-1

# Only part of the results is shown (hit frequency here may not be typical).
